Compound activity as filed in PubChem.
RmlCD inh 1536 – blocks M. tuberculosis RmlC and RmlD coupled enzymes. P9WH09+P9WH11. RmlC+RmlD coupled enzyme assay, percent inhibition; primary screen in compound mixtures. inhibition, % at 3.6 µM. 0.03% of 160,000 active. AID 1533; in the data active = inhibition mostly above about 34%, no sharp cut-off; note: some results filed as inactive read as strong as hits
Target sequence (P9WH09 whole entry, looked up): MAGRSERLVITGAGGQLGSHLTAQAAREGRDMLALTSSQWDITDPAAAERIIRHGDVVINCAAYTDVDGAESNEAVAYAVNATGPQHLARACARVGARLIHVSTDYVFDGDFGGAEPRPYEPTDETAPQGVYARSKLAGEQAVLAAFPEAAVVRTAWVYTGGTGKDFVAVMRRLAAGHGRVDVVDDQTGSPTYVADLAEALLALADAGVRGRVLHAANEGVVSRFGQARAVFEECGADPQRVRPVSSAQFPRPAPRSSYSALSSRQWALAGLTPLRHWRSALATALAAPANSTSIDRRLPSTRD
Target sequence (P9WH11 whole entry, looked up): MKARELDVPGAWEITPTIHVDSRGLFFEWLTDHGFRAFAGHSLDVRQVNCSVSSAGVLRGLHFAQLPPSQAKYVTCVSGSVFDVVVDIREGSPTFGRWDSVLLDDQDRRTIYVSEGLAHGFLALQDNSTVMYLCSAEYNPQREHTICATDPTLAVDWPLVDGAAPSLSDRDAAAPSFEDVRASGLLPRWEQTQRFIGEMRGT
M. tuberculosis GlmU – inhibition of mycobacterial GlmU enzyme – biochemical, glucosamine-1-phosphate acetyltransferase (AID 1376); M. tuberculosis GlmU acetyltransferase enzyme assay; higher % means a stronger effect; inhibition, %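 (tested at 30 µM in the primary screen)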; hits with a dose series show IC50 in µM; 0.25% of 220,000 active; in the data active = inhibition above about 13%;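 note: 0% = complete reaction with vehicle and 100% = reaction without substrate; strong numbers were not always called active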
The depositor's hits bear a star; . = no result given.

SMILES	RmlCD inh 1536	M. tuberculosis GlmU
Cc1ccc(-c2nn(-c3cccc(F)c3)cc2CNCc2cccnc2)o1	-14	0.4%
CCN(CC)c1ccc(CN2CCC(C(=O)NCc3ccc(C)cc3)CC2)cc1	-7	-1.3%
Cc1cccc(C(=O)NC2CCN(C(=O)N3CCOCC3)CC2)c1	.	-0.7%
O=C1C2CCCN2C(c2ccccc2F)N1c1ccc(F)cc1 (configuration not stated)	13	4.7%
CC(Cc1ccccc1)C(=O)Nc1ccccc1 (configuration not stated)	.	-1.6%
O=P(O)(O)Cc1c(Cl)cccc1Cl	.	-2.2%
COC(=O)c1c(N)n(-c2cc(OC)cc(OC)c2)c2nc3ccccc3nc12	.	1.1%
COC(=O)c1ccc(Oc2nc(N3CCCCC3)nc(N3CCOCC3)n2)cc1	-5	2.5%
CC(=O)c1cccc(NC(=O)CSc2nnc(-c3cccnc3)o2)c1	.	-4.9%
CCOC(=O)C1CCCN(C(=O)c2cccc(S(=O)(=O)N3CCOCC3)c2)C1 (configuration not stated)	3	0.8%
COc1cc(C2NC(=O)NC(C)=C2C(C)=O)cc(OC)c1OC (configuration not stated)	2	-1.3%
Cn1c(=O)c2c(nc(NCc3ccccc3)n2CC(=O)NCc2ccccc2)n(C)c1=O	-3	0.6%
O=C(OCC#CCSc1nc2ccccc2s1)c1ccco1	12	3.4%
NC(=O)CC(NC(=O)Cc1ccc(Br)cc1)c1ccc(NCC2CC2)c([N+](=O)[O-])c1 (configuration not stated)	.	-1.4%
CC(C)CC(=O)Nc1nnc(-c2ccco2)s1	.	3.1%
CCn1nc(NC(=O)c2cccnc2)c2cc3cccc(C)c3nc21	14	2.3%
COC(=O)C1=C(C)NC(=O)NC1c1ccsc1 (configuration not stated)	.	-4.3%
CC(C)Oc1ccc(/C(O)=C2/C(=O)C(=O)N(CCN3CCOCC3)C2c2ccccc2)cc1 (configuration not stated)	.	3.0%
Cc1occc1C(=O)n1nnc2ccccc21	.	1.0%
CC(Nc1n[nH]c(=S)[nH]c1=O)C(=O)OCc1ccccc1 (configuration not stated)	.	0.8%
COC(=O)c1ccc(CSc2ncn[nH]2)o1	-7	-5.9%
O=C(Nc1ccc2sc3ccccc3c(=O)c2c1)c1ccccc1Cl	9	4.7%
CC1CCN(c2c(NCC3CCC(C(=O)NCCc4ccccc4)CC3)c(=O)c2=O)CC1 (configuration not stated)	.	7.1%
CN(C)S(=O)(=O)c1ccc(Nc2nc(C3CC3)nc3c2nnn3Cc2ccccc2Cl)cc1	4	-5.3%
Cc1ccc(C(=O)Nc2c(-c3cccs3)nc3cc(C)ccn23)cc1	10	-2.5%

One compound at a time, as listed above:
Entry for `CC(Nc1n[nH]c(=S)[nH]c1=O)C(=O)OCc1ccccc1` (configuration not stated) → RmlCD inh 1536 = .; M. tuberculosis GlmU = 0.8%
Entry for `O=C1C2CCCN2C(c2ccccc2F)N1c1ccc(F)cc1` (configuration not stated) → RmlCD inh 1536 = 13; M. tuberculosis GlmU = 4.7%

Continued:
SMILES	RmlCD inh 1536	M. tuberculosis GlmU
Cc1nc2sc(C(=O)Nc3ccccc3)c(N)c2c(C)c1[N+](=O)[O-]	-2	-7.7%
CCn1c(CN2CCN(c3cccc(C)c3C)CC2)n[nH]c1=S	.	2.5%
COC(=O)C1=C(C)NC(=O)/C1=C/c1ccc(CNS(=O)(=O)c2ccc(C)cc2)o1	-9	0.6%
COc1cccc(-c2nc(CCl)cs2)c1	-14	-7.7%
Cc1cc2c3c(c1)C(C)(c1ccccc1)CC(C)(C)N3C(=O)C21C(C#N)=C(N)OC2=C1C(=O)CC(C)(C)C2 (configuration not stated)	-1	3.7%
CCN1CC2([N+](=O)[O-])CC=C(OC)C([N+](=O)[O-])(C1)C2 (configuration not stated)	.	-5.9%
COc1cccc(C(=O)OCC(=O)Nc2ccccc2N2CCOCC2)c1	-10	-4.9%
CN(C)c1ccc(NC(=O)c2cnsn2)cc1	4	-0.3%
O=C(NCc1ccccc1)c1ccc(-c2ccccc2F)o1	6	-2.4%
COc1nc(C)nc2c1sc(=S)n2C	3	-4.8%
O=c1c2sccc2nc(SCc2cc(=O)n3cc(Br)ccc3n2)n1Cc1ccccn1	8	-7.4%
O=C1NC(Cc2c[nH]c3ccccc23)C(=O)N1c1ccc(F)cc1 (configuration not stated)	-7	3.1%
COC(=O)c1cncc(O)c1	-1	2.8%
Cn1c(=O)c(C(=O)CN2CCN(Cc3ccc4c(c3)OCO4)CC2)c(N)n(Cc2ccccc2)c1=O	-7	.
COc1ccc(CCNc2ncnc3sccc23)cc1OC	2	-2.5%
COCCNC(=O)/C(C#N)=C/C(C)=C/c1ccccc1	-11	1.9%
N#CCSc1nnc(-c2ccccc2)c(-c2ccccc2)n1	.	0.0%
COC(=O)c1[nH]c(C)c(/C(O)=C2\C(=O)C(=O)N(CCCN3CCOCC3)C2c2ccccn2)c1C (configuration not stated)	.	-2.7%
CCNc1nc(NC(C)C)nc(N(C#N)CCOc2ccccc2)n1	.	1.4%
Cc1cc(Cl)ccc1OCC(=O)O	.	-2.5%
CCOC(=O)Cn1nc(C)c(NC(=O)COc2cccc(Cl)c2)c1C	-5	2.2%
Cc1ccc(CC(=O)N2CCN(c3ccccn3)CC2)cc1	.	1.3%
CN(Cc1ccccc1)C(=O)C1CCN(S(=O)(=O)c2cc([N+](=O)[O-])ccc2Cl)CC1	-3	-1.5%
Cc1cccc(CN2CCN(Cc3cnn(-c4ccccc4F)c3)CC2CCO)n1 (configuration not stated)	-3	1.0%
O=C(CSc1n[nH]c(=O)n1-c1cccnc1)N1CCOCC1	-1	-0.8%

Laid out differently: 2 of the compounds above.
Structure | RmlCD inh 1536 | M. tuberculosis GlmU
Cc1cc2c3c(c1)C(C)(c1ccccc1)CC(C)(C)N3C(=O)C21C(C#N)=C(N)OC2=C1C(=O)CC(C)(C)C2 (configuration not stated) | -1 | 3.7%
COc1cccc(C(=O)OCC(=O)Nc2ccccc2N2CCOCC2)c1 | -10 | -4.9%

Continuation.
SMILES	RmlCD inh 1536	M. tuberculosis GlmU
COc1cccc(NC(=O)N(CCCN2CCOCC2)C(C)c2cc3cccc(OC)c3o2)c1 (configuration not stated)	-4	-4.4%
CC(C)=CCc1c2c(c3occ(-c4ccc(O)cc4)c(=O)c3c1O)C=CC(C)(C)O2	5	-5.6%
COc1ccc(N2CCC(CNC(=S)Nc3c(C)cccc3C)C2)cc1 (configuration not stated)	50	-1.7%
CN(Cc1cccc(F)c1)CC(O)COCc1ccccc1Cl (configuration not stated)	-8	6.5%
COc1ccc(C(=O)C(/C=N/O)=N/Nc2ccc(F)cc2)cc1	-7	3.4%
O=C(Cc1ccc(-n2cccc2)cc1)N1CCc2ccccc21	.	3.7%
C/C(=N\NC(=S)Nc1cccc(C)c1)c1ccccc1	.	2.4%
Cc1cc(=O)oc2cc(OCCC[n+]3ccccc3)ccc12	3	-1.3%
COc1ccc(CNC(=O)C2COc3ccccc3O2)cc1 (configuration not stated)	4	1.1%
COc1cc([N+](=O)[O-])ccc1NC(=O)Cn1ccsc1=N	.	6.4%
O=C(Cc1ccccc1)NCC(=O)N1CCCCCC1	-28	-3.3%
O=C1C2C3C=CC(C3)C2C(=O)N1CCN1CCN(S(=O)(=O)/C=C/c2ccccc2)CC1 (configuration not stated)	.	1.4%
Cc1ccc2nc(SCC(=O)c3ccc4c(c3)OCO4)[nH]c2c1	.	1.7%
O=C(O)CC1Sc2nc3ccccc3n2C1=O (configuration not stated)	2	.
O=C(Nc1ccncc1)C1CCN(S(=O)(=O)c2cccs2)CC1	3	-1.6%
CCCn1nnc(NC(=O)c2ccc3c(c2)OCO3)n1	8	4.7%
CCOC(=O)N1CCC(Nc2c(NCCCN(C)Cc3ccccc3)c(=O)c2=O)CC1	.	7.0%
Cc1ccc(N(C(=O)c2ccncc2)C2C=CS(=O)(=O)C2)cc1 (configuration not stated)	.	3.0%
Cc1cc(C)n(-c2ccc(C(=O)OC(C)C)cc2)n1	11	8.7%
CCC(=O)Nc1nc2ccccc2n1Cc1ccc(Cl)cc1	7	0.2%
COC(=O)c1sccc1-n1cccc1C(=O)C(=O)N1CCOCC1	3	-5.8%
Cc1c(NC(=O)CSc2ccccn2)c(=O)n(-c2ccccc2)n1C	.	-4.0%
Cc1nnc(NC(=O)CSc2nccn2-c2cccc(C)c2C)s1	7	4.6%
Cc1cccc2sc(NC(=O)CN3C(=O)c4ccccc4C3=O)nc12	9	1.5%
O=C1N/C(=C/c2cccs2)C(=O)N1Cc1ccc(F)cc1	0	0.9%
SMILES	RmlCD inh 1536	M. tuberculosis GlmU
CC(C)(C)c1cc(NCCCn2ccnc2)n2ncc(-c3ccccc3)c2n1	-13	-4.8%
Cc1ccccc1NC(=O)c1ccc(Cn2cc([N+](=O)[O-])cn2)o1	13	-6.3%
CCCCOc1ccccc1NC(=O)Cn1c(-c2nonc2N)nc2ccccc21	20	3.2%
COc1ccc(NC2=C(Cl)C(=O)N(CCc3ccccc3)C2=O)c(OC)c1	-8	2.1%
COc1ccc(C2C(=O)N(CCc3ccccc3)CC(=O)N2C2CCCCC2)cc1 (configuration not stated)	.	-0.3%
O=C(COc1ccc(CO)cc1)Nc1ccc(F)cc1	-3	0.1%
COc1cccc(Cn2c(=O)c3ccccc3n3nc(C)cc23)c1	.	-3.0%
CC(=O)NC(=S)Nc1ccccc1F	-3	-3.5%
Cc1c(C(=O)N(C)C)sc2nc(-c3ccccn3)[nH]c(=O)c12	0	4.7%
Cc1occc1C(=O)Nc1nnc(C2CCCCC2)s1	-6	2.4%
CCn1c(N2CCN(C(=O)Nc3ccc(F)cc3)CC2)nc2ccccc21	20	2.6%
Cc1cc(NC(=O)c2ccc(C)s2)n(-c2ccccc2)n1	-4	-2.4%
Cc1ccc(-c2cc(C(=O)NCCCN3CCOCC3)no2)cc1	6	3.7%
O=C(c1cn(-c2ccccc2)nc1-c1cccs1)N1CCOCC1	.	0.5%
Cc1ccc(-n2nnc3c(=O)n(Cc4cc(C)ccc4C)cnc32)cc1	.	-3.5%
CCCCC(=O)N1C/C=C\[C@H](c2ccc(OC)cc2)N(Cc2ccc(F)cc2)C(=O)[C@@H]1C	.	-0.6%
O=C(O)CCCCCN1C(=O)c2ccc(C(=O)O)cc2C1=O	4	3.6%
Cc1nnc(NC(=O)CSc2nc(C3CCCCC3)nc3ccccc23)s1	-3	-4.7%
Cc1cccc(C(=O)Nc2ccc(Cl)cc2C(=O)c2ccccc2)c1	9	3.5%
Cc1cc(C)c2c(=O)[nH]c(SCC(=O)c3ccc(C)c(C)c3)nc2n1	2	-4.0%
CC/C(=N/Nc1cccc(C)c1)c1cnnc(SC)n1	13	3.8%
COc1ccc(C(CNC(=O)c2ccc(S(=O)(=O)N(C)C)cc2)N2CCCCC2)cc1 (configuration not stated)	-5	0.1%
Cc1ccc(-n2c3c(c(=O)[nH]c2=O)C(NS(=O)(=O)c2ccc(C)cc2)(C(F)(F)F)C(=O)N3)cc1 (configuration not stated)	.	-1.7%
COc1cc(/C=C(\C#N)C(=O)N2CCOCC2)cc(Br)c1O	-12	-1.9%
COc1cc(OC)cc(C(=O)Nc2ccc(-c3nc4ccccc4o3)cc2)c1	.	1.1%

A draw from above in order of molar mass, falling.
SMILES	RmlCD inh 1536	M. tuberculosis GlmU
CCCCOc1ccccc1NC(=O)Cn1c(-c2nonc2N)nc2ccccc21	20	3.2%
COc1cc(OC)cc(C(=O)Nc2ccc(-c3nc4ccccc4o3)cc2)c1	.	1.1%
COc1cc(/C=C(\C#N)C(=O)N2CCOCC2)cc(Br)c1O	-12	-1.9%
Cc1ccc(-c2cc(C(=O)NCCCN3CCOCC3)no2)cc1	6	3.7%
COc1cccc(Cn2c(=O)c3ccccc3n3nc(C)cc23)c1	.	-3.0%

Going on with the list:
SMILES	RmlCD inh 1536	M. tuberculosis GlmU
CC(Oc1ccccc1F)C(=O)NN (configuration not stated)	.	2.7%
CCCNC(=O)N1CCC(C(=O)c2ccc(F)cc2)CC1	10	1.1%
COC(=O)c1c(C)c(C)nc(N)c1C#N	4	-0.4%
O=[N+]([O-])c1cccc(S(=O)(=O)NCCCN2CCOCC2)c1	-8	-1.8%
CC(NC(=O)c1ccco1)C(c1cccs1)N1CCOCC1 (configuration not stated)	-4	-1.5%
CCCOc1ccc(OCCSc2ncccn2)cc1	9	-3.6%
CCOC(=O)CN(C)C(=O)C1CCCN1C(=O)OC(C)(C)C (configuration not stated)	.	-3.5%
O=C(COC(=O)c1ccc([N+](=O)[O-])s1)NC(=O)NCc1ccccc1	.	-3.1%
O=C(NCc1ccncc1)C(=O)NC1CC1	-12	-5.5%
CCN(CC)C(=O)CN1C(=O)C2(NC(=O)c3ccccc3N2)c2ccccc21 (configuration not stated)	.	-0.2%
Oc1ccc(/C=N/Nc2ccnc3cc(Cl)ccc23)cc1O	.	0.4%
COc1cccc(OCC(O)CN2CCOCC2)c1 (configuration not stated)	.	-2.8%
NC(=O)C1(N2CCCCC2)CCN(C(=O)c2ccc(C#Cc3ccccc3)o2)CC1	-9	-2.3%
O=C(O)c1ccccc1CSc1ccccn1	10	-1.8%
CCN(CC)CC(=O)Nc1ccc(-c2ccc(NC(=O)CN(CC)CC)c(OC)c2)cc1OC	7	-0.6%

A portion of the library; count on the stated rates, not on these rows.
